CHO-K1 Ca antag = nonselective inhibitor or artifact in parental CHO-K1 cells. inhibition, % at 3 µM. ATP-induced calcium, Fluo-8 fluorescence. 360,000 compounds, 0.6% hits;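 active means inhibition above a per-plate cutoff, the plate's mean sample inhibition plus 3 SD, cut at about 24% in these data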;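 further: 0% = DMSO plus EC80 ATP and 100% = DMSO alone without ATP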
M1 ag = human M1 muscarinic receptor agonists, primary screen, Fluo-8 calcium fluorescence, CHO-K1 cells, HTS; Muscarinic acetylcholine receptor M1 (Homo sapiens), P11229; CHO-K1 hM1, agonist mode; 0% DMSO, 100% acetylcholine EC100; activation, % at 3 µM; 360,000 compounds, 0.33% hits; AID 588814, 2011;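 active means activation above the run's mean compound activation plus 3 SD, cut at about 16% in these data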;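 further: peak over basal fluorescence ratio within a 140 s kinetic read after compound addition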
CHO-K1 Ca PAM = nonselective calcium activators in parental CHO-K1 cells, primary screen, counter-screen for M1 PAM project, cell-based, Fluo-8 calcium fluorescence, full deck, 1536-well. activation, % at 3 µM. ATP EC20; 0% at ATP EC20, 100% at ATP max. 360,000 compounds, 0.02% hits. AID 602247, 2012;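 active means activation above the run cutoff, the mean activation of all test compounds plus 3 SD, cut at about 40% in these data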;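 further: peak over basal fluorescence ratio in a 140 s read after ATP addition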
TAAR1 antag = human TAAR1 antagonists, primary screen, Fluo-8 calcium fluorescence, CHO RD-HGA16 cells | antagonist | inhibition, % at 3 µM | 360,000 compounds, 1.5% hits;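 active means inhibition above a per-plate cutoff, the mean inhibition of test compounds on that plate plus 3 SD, cut at about 49% in these data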;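 further: 0% = DMSO plus EC80 beta-PEA response and 100% = DMSO alone without agonist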
Target sequence (Q96RJ0 whole entry, looked up): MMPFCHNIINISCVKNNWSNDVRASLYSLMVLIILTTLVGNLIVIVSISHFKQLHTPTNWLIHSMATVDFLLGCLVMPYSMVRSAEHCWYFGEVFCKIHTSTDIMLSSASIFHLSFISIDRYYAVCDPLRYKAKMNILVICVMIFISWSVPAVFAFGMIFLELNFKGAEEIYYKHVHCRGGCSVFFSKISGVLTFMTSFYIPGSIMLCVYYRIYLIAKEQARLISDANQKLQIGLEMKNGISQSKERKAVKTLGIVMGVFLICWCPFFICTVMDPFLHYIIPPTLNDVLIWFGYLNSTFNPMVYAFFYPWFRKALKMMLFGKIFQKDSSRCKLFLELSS
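Material: RD-HGA16 CHO cells with stable hTAAR1 and Gα16; Dosing: single nominal final test compound concentration of 3 µM; Schedule: seeding 17-24 h prior, 75-min 37 °C, 30-min RT dye loading; Detection: kinetic Fluo-8 calcium fluorescence measurement; Measure: % inhibition from peak post-agonist over basal fluorescence ratio; Benchmarks: vehicle and agonist controls.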
TAAR1 ag = human TAAR1 agonists, primary screen, Fluo-8 calcium fluorescence, CHO RD-HGA16 cells; activation, % at 3 µM; Trace amine-associated receptor 1 (Homo sapiens), Q96RJ0; vehicle wells 0%, saturating PEA agonist 100%; 360,000 compounds, 0.99% hits;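 active means activation above the mean activation of all test compounds in the run plus 3 SD, cut at about 38% in these data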
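Signal – calcium-sensitive Fluo-8 signal, excitation 470-495, emission 515-575 nm · System – RD-HGA16 (CHO) cells co-expressing Gα16 and hTAAR1 · Incubation – 17-24 h seeding, 75 min 37 °C dye, 30 min RT · Compound dosing – 3 µM single concentration · Repeats – no replicates (n 1)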
CHRM1 antagonist = human M1 muscarinic receptor antagonists, primary screen, CHO-K1 cells, Fluo-8 calcium fluorescence, 1536-well; Muscarinic acetylcholine receptor M1 (Homo sapiens), P11229; CHO-K1 hM1, ACh EC80 antagonist; inhibition, % at 3 µM; 360,000 compounds, 1.3% hits; AID 588852, 2011;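 active means percent inhibition above its own plate's cutoff, namely the mean of that plate's compound wells plus 3 SD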;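 further: peak over basal fluorescence ratio during 140 s after agonist addition; 0% = ACh EC80 plus DMSO and 100% = DMSO alone without agonist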
CHO parental Ca = ATP-evoked calcium signal inhibitors, parental CHO, primary screen, counter-screen for OX1R antagonist project, cell-based, fluorescence, Fluo-8 calcium dye. 330,000 compounds, 0.63% hits. parental CHO-K1, ATP-induced calcium, Fluo-8 fluorescence. inhibition, % at 5.6 µM;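 active means inhibition above that plate's mean sample inhibition plus 3 SD, cut at about 26% in these data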;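 further: 0% = ATP-challenged DMSO wells and 100% = DMSO wells without ATP; some compounds past the cut are filed as inactive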
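Assay system: untransfected parental CHO cell line. Also added: ATP agonist challenge. Dosing: one dose, 5.6 µM nominal. Measured by: Fluo-8 fluorescence. Read-out: % inhibition. Benchmarks: ATP wells versus no-ATP DMSO wells. Repeats: no replicates.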
M1 ag parental = counter-screen for M1 agonists: effect in parental CHO-K1 cells; activation, % at 3 µM; Fluo-8 calcium fluorescence; scaled to maximal ATP response, vehicle zero; AID 602248, 2012; 360,000 compounds, 0.48% hits; in the data active means activation above about 15%;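 further: untransfected CHO-K1 host cells lacking M1 receptor as counterscreen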
OXTR potentiator = human OXTR potentiators, primary screen, fluorescence, CHO-OTR cells, Fluo-8 calcium. Oxytocin receptor (Homo sapiens), P30559. Fluo-8 calcium fluorescence, potentiator mode; 0% = oxytocin EC15, 100% = EC100. activation, % at 3 µM. 320,000 compounds, 0.061% hits. AID 2445, 2010;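 active means activation above that plate's cutoff, the mean activation of tested compounds plus 3 SD, cut at about 6.6% in these data, passing the limit was not always enough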;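 further: 100% uses oxytocin at 75 nM as the full agonist control; some results filed as inactive read as strong as hits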
Target sequence (P30559 whole entry, looked up): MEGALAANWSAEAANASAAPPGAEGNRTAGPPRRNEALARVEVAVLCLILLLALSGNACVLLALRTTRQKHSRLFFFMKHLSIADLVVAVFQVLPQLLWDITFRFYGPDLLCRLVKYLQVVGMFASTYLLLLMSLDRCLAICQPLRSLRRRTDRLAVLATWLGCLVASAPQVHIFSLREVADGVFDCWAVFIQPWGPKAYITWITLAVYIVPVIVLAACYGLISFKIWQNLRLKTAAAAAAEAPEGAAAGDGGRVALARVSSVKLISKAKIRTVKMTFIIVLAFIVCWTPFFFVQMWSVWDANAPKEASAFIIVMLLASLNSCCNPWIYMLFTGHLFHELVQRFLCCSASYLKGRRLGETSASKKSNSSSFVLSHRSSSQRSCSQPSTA
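Dosing: Single dose, 3.0 µM nominal final compound concentration | Material: Human OTR in CHO cells | Technique: Kinetic Fluo-8 calcium fluorescence | Benchmarks: EC15 oxytocin alone as 0%, 75 nM oxytocin as 100% | Probe or stimulus: Oxytocin at about EC15, sub-maximal agonist stimulus | Incubation: Compound 6 min at room temperature before oxytocin, 100 s read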
Numbers without * were called inactive; . = not tested or not shown.

SMILES	CHO-K1 Ca antag	M1 ag	CHO-K1 Ca PAM	TAAR1 antag	TAAR1 ag	CHRM1 antagonist	CHO parental Ca	M1 ag parental	OXTR potentiator
C=CCON1C(=O)c2ccccc2C1=O	-7	-3	17	-2	8	-11	-3	0.0	-8
C#CC[N+](CC)(CC)CC#Cc1cccc(Cl)c1	-6	-4	-8	14	0	10	-10	0.4	-22
Cc1ccc(NC(=O)C2CCN(S(=O)(=O)c3ccc(F)cc3)CC2)cc1	3	-3	9	4	9	0	-9	4.1	-5
CCNC(=O)CN(c1ccccc1OC)S(=O)(=O)c1cccs1	-2	-6	15	5	-2	-3	-7	0.1	0
Cn1ccs/c1=N\S(=O)(=O)c1ccc(Br)cc1	-13	-3	22	5	12	-13	11	0.0	3
CC(=O)NCCCc1nc2ccccc2n1Cc1c(F)cccc1Cl	-20	0	15	-5	3	-27	-4	0.5	-15
C#CCNC(=O)/C=C/c1ccc(C)cc1	6	-3	-6	25	-2	6	-1	-0.6	-4
CCOCCCNC(=O)C1CCC(CNS(=O)(=O)c2cccc3nsnc23)CC1 (stereo not given)	-7	-4	23	7	7	-1	-7	0.3	1
Cc1ccc(NC(=O)CCN2CC(C)OC(C)C2)cc1 (stereo not given)	-1	-1	4	-14	0	-26	-2	0.0	-12
O=C(O)c1ccc(/C=N/NC(=O)c2cc(-c3ccc4c5c(cccc35)CC4)n[nH]2)cc1	-9	-4	6	-19	9	-9	-5	0.3	2
COc1ccccc1CC(NC(C)=O)C(=O)NC1CCN(C(=O)c2ccc([N+](=O)[O-])cc2)CC1 (stereo not given)	-12	-8	20	-1	1	-10	-4	0.1	0
Cc1ccccc1Nc1ccc2nonc2c1[N+](=O)[O-]	-2	-5	-10	-16	0	-2	.	0.1	.
CC(=O)Nc1cc2nc(C)n(Cc3ccccc3)c2nc1C	22	-5	-3	0	0	-3	1	9.2	-13
Cc1cc(C(=O)CSc2nnc(Nc3ccccc3)s2)c(C)n1CC1CCCO1 (stereo not given)	-4	-1	-2	35	6	0	-9	2.1	-17
COCC(C)n1c(SCC(=O)N(C)C2CCS(=O)(=O)C2)nc2ccccc2c1=O (stereo not given)	-8	-6	12	-19	3	-11	-14	0.5	-10
CCOC(=O)N1CCC(NC(=O)c2cc(C(=O)Nc3ccc(OC)c(OC)c3)ccc2CO)CC1	-5	-2	0	-3	4	-8	10	-0.4	-14
CC(C)CN(C(=O)CN1C(=O)NC(c2ccccc2)(c2ccccc2)C1=O)C1CCS(=O)(=O)C1 (stereo not given)	-24	-2	12	-2	2	-3	-18	0.5	-4
CS(=O)(=O)c1ccc2nc(NC(=O)c3cc(-c4ccccc4)nn3-c3ccccc3)sc2c1	-3	-8	14	-5	10	-11	0	-0.4	-15
CCCOc1ccc(/C(O)=C2\C(=O)C(=O)N(CCCOC)C23C(=O)N(C)c2ccccc23)cc1 (stereo not given)	4	-2	10	-1	9	-1	-4	1.9	-3
CCc1ccc(/C(C)=N/NC(=O)CNC(=O)/C=C/c2ccco2)cc1	-3	0	6	.	.	-3	-1	-0.9	-7
Cc1cc(-c2ccc(Br)s2)nc(-n2cccc2)n1	-3	-4	-8	-34	-1	14	.	-0.1	.
CC(C)C[C@H](NC(=O)N1CCn2c1nc1ccccc12)C(=O)NCc1ccco1	-13	-3	-6	-36	2	-4	-26	0.0	1
Cn1c(=O)c2cc(NC(=O)NCc3ccc(Cl)cc3Cl)ccc2n1Cc1ccccc1	18	-7	-10	-15	1	0	.	-0.2	.
Cc1ccc(NC(=O)OCCN2CCN(Cc3ccccc3)CCC2=O)cc1C	11	-2	-11	2	10	9	-9	0.2	-15
Cc1ccc(S(=O)(=O)N2C[C@H]3[C@H]4C(=O)N(c5ccccc5)C(=O)[C@H]4C[C@H](OC(=O)NCC4CCCCC4)[C@@]3(O)C2)cc1	11	-6	-7	-14	1	7	.	0.8	.
COc1ccc(CC(=O)N/N=C/c2ccc(C)s2)cc1	-8	-2	9	-9	0	-6	-9	1.0	-6
O=C(C1=C(O)C(=O)N(CCN2CCOCC2)C1c1ccc(F)cc1)c1cccs1 (stereo not given)	1	-5	4	-27	7	-10	.	0.5	.
CC1Cc2ccccc2N1S(=O)(=O)c1cnc(Cl)c(Br)c1 (stereo not given)	4	-2	-15	-36	2	-3	-9	0.0	-20
c1ccc(NC2=NCCN2CCC2CCCC2)cc1	-7	-10	6	-6	9	3	-6	0.7	4
COC(=O)c1sccc1NC(=O)c1ccc(OC)c([N+](=O)[O-])c1	-5	-6	4	-33	0	-8	-9	0.0	6
Cc1ccc(-n2nc3c(=O)n(CC(=O)NCc4ccccn4)nc(C)c3c2C)cc1	-13	-14	14	-32	3	-14	-14	-1.2	-4
Cn1c(=N)n(CC(=O)c2ccc(Cl)c(Cl)c2)c2ccccc21	-13	-7	2	-11	3	-12	-18	0.4	-5
Clc1ccc(-c2nc3ncccn3c2Nc2ccc3c(c2)OCO3)cc1	-1	-1	9	-2	11	-9	-14	0.3	-10
O=C(OCc1cccc(Cl)c1)c1cc(S(=O)(=O)N2CCCCC2)ccc1N1CCOCC1	-1	-2	18	-7	-1	-17	8	0.3	-2
CCCCN(C(=O)c1ccc(S(=O)(=O)N2CCCCC2)cc1)C1CCS(=O)(=O)C1 (stereo not given)	-11	-7	9	-16	1	0	.	0.8	.
Cn1c(=O)[nH]c(=O)c2c1nc(NCCN)n2CCOc1ccccc1	-9	-7	19	-12	4	-10	5	0.6	-10
Cn1cccc1/C=N/N1CCN(Cc2ccc(Cl)cc2)CC1	5	-3	-19	-26	-2	-4	-20	0.1	-7
COc1cc2c(cc1OC)CN(C(=O)C1CCCN(C(=O)c3ccc(Cl)cc3)C1)CC2 (stereo not given)	2	-5	-14	-28	2	-11	-19	-0.7	11
CCN(CC)C(=O)N1CCC(NC(=O)Cc2ccccc2)CC1	26*	-1	-6	-15	5	-1	-10	-0.2	-15
COc1cc(C(=O)Oc2ccc3ccc(O)cc3c2)cc(OC)c1OC	-7	2	11	8	0	-23	3	2.3	-10

12 compounds out of the list, sorted by SMILES length, ascending:
SMILES	CHO-K1 Ca antag	M1 ag	CHO-K1 Ca PAM	TAAR1 antag	TAAR1 ag	CHRM1 antagonist	CHO parental Ca	M1 ag parental	OXTR potentiator
C#CCNC(=O)/C=C/c1ccc(C)cc1	6	-3	-6	25	-2	6	-1	-0.6	-4
c1ccc(NC2=NCCN2CCC2CCCC2)cc1	-7	-10	6	-6	9	3	-6	0.7	4
Cc1cc(-c2ccc(Br)s2)nc(-n2cccc2)n1	-3	-4	-8	-34	-1	14	.	-0.1	.
CC(=O)Nc1cc2nc(C)n(Cc3ccccc3)c2nc1C	22	-5	-3	0	0	-3	1	9.2	-13
Cn1cccc1/C=N/N1CCN(Cc2ccc(Cl)cc2)CC1	5	-3	-19	-26	-2	-4	-20	0.1	-7
CC(=O)NCCCc1nc2ccccc2n1Cc1c(F)cccc1Cl	-20	0	15	-5	3	-27	-4	0.5	-15
Cn1c(=N)n(CC(=O)c2ccc(Cl)c(Cl)c2)c2ccccc21	-13	-7	2	-11	3	-12	-18	0.4	-5
Cc1ccc(NC(=O)OCCN2CCN(Cc3ccccc3)CCC2=O)cc1C	11	-2	-11	2	10	9	-9	0.2	-15
CCc1ccc(/C(C)=N/NC(=O)CNC(=O)/C=C/c2ccco2)cc1	-3	0	6	.	.	-3	-1	-0.9	-7
Cc1ccc(NC(=O)C2CCN(S(=O)(=O)c3ccc(F)cc3)CC2)cc1	3	-3	9	4	9	0	-9	4.1	-5
Cc1ccc(-n2nc3c(=O)n(CC(=O)NCc4ccccn4)nc(C)c3c2C)cc1	-13	-14	14	-32	3	-14	-14	-1.2	-4
CCCCN(C(=O)c1ccc(S(=O)(=O)N2CCCCC2)cc1)C1CCS(=O)(=O)C1 (stereo not given)	-11	-7	9	-16	1	0	.	0.8	.

The results go on:
SMILES	CHO-K1 Ca antag	M1 ag	CHO-K1 Ca PAM	TAAR1 antag	TAAR1 ag	CHRM1 antagonist	CHO parental Ca	M1 ag parental	OXTR potentiator
Nn1c(SCC(=O)Nc2ccc3c(c2)OCCO3)nnc(CCC(=O)O)c1=O	-20	-2	-11	-18	1	1	-1	1.0	-2
Cc1cccc(OCCn2c(=O)n(C)c3ccccc32)c1	-12	-11	26	-14	0	-6	-1	0.6	-4
O=C(CCC(=O)c1ccccc1)NCCc1c[nH]c2ccccc12	-13	1	17	22	3	-18	-4	1.1	-4
CCOC(=O)CSC1=NN2CCS(=O)(=O)N=C2S1	8	-1	-13	8	0	6	11	-0.2	1
Cc1ccc2c(c1)N(CC(=O)N1CCCCCC1)C(=O)C(C)O2 (stereo not given)	-4	-4	7	-13	8	-1	-14	0.3	-4
CCOC(=O)c1c(C)[nH]c(C)c1S(=O)(=O)N1CCN(c2ccc([N+](=O)[O-])cc2)CC1	-6	-1	18	0	11	-1	-3	4.0	-8
CC1CCCC(n2c(=S)[nH]c3ccccc3c2=O)C1C (stereo not given)	-26	-9	24	17	21	-7	2	0.8	-8
CS(=O)(=O)N(CC(=O)N1CCN(c2ccccc2)CC1)c1ccc(Cl)c(C(F)(F)F)c1	-10	-4	2	5	4	-10	-2	2.1	-7
O=C(Nc1cccc(C(F)(F)F)c1)c1cc(Br)cc2c1OCC2	-9	-3	-13	-10	1	-7	8	0.3	-5
COc1ccc(/C=N/NC(=O)c2[nH]c(C)c(C(=O)N/N=C/c3ccc(OC)cc3)c2C)cc1	-4	-5	13	24	4	15	-19	4.3	-12

High-throughput results as filed in PubChem.
